Screens as filed in PubChem BioAssay.
IP6K1 inhibitor: Primary qHTS assay for small molecule inhibitors of Inositol hexaphosphate kinase 1 (IP6K1) | activity change, % (series mostly up to about 58 µM) | Inositol hexakisphosphate kinase 1 (Homo sapiens), Q92551 | 140,000 tested, 0.81% active | IP6K1 kinase, ADP-Glo luminescence, 2 h; stronger effect = lower value; in the data active = activity change below about -25%
Target sequence (Q92551 whole entry, looked up): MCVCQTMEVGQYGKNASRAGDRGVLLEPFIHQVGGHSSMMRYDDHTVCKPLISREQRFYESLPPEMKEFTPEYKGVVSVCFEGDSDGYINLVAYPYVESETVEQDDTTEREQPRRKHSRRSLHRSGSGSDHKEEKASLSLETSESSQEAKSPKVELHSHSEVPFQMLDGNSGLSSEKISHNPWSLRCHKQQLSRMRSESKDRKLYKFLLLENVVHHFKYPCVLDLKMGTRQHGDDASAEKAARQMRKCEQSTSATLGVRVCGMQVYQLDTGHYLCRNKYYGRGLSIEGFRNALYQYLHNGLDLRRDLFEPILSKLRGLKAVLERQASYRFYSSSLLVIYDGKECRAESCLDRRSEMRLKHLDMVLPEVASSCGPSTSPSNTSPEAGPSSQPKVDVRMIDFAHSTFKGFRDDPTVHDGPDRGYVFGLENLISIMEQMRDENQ
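ADP-Glo luminescence measures ADP made by human IP6K1 during a 2 h RT reaction with ATP/IP6 (mix at 1.3 mM/130 uM); top library doses 57.5 and 19.1 uM final.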
HEK293 tox: Cytotoxic Profiling in HEK 293 Cell Line of Diverse Libraries Using Quantitative High-Throughput Screening; AID 1345083, 2018; 94,000 tested, 6.6% active; Potency, µM (doses to about 115 µM), without a hit: at the top dose activity change, negative = cytotoxicity, actives largely listed as inhibitors; HEK 293 viability, ATP luminescence (CellTiter-Glo), 48-72 h; also: potency is read from the fitted curve at half-maximal effect; nearly all actives have a fitted effect of over 60% in size
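qHTS cytotoxicity; HEK 293, 250 cells/well; compound pinned; 48 or 72 hr, 37 degree Celsius, 5% CO2, 95% humidity; CellTiter-Glo, 10 min RT; luminescence (ATP).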
GPT2 inh: Primary qHTS assay for inhibitors of Glutamate pyruvate transaminase 2 (GPT2) | AID 1671188, 2021 | Recombinant GPT2, coupled pyruvate oxidase/HRP Amplex Red fluorescence | 100,000 tested, 0.25% active | Potency, µM (top dose mostly 57.7 µM), without a hit: top-dose activity change, negative = inhibition, hits mostly inhibitors | Alanine aminotransferase 2 (Homo sapiens), Q8TD30; also: potency is read from the fitted curve at half-maximal effect; nearly all actives have a fitted effect of over 60% in size; many of its hits are not listed in these tables
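Inhibition is scored from Amplex Red fluorescence generated when pyruvate oxidase and HRP act on pyruvate released by GPT2. Reactions contain 10ng/uL enzyme, 250uM a-KG and 2mM L-alanine and run 30 min at room temperature.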
SNCA viab count: GF-AFC viability counterscreen for inhibitors of alpha-synuclein gene (SNCA) expression; HEK-293-SNCA-luc viability, GF-AFC fluorescence, 24 h; Potency, µM (top dose mostly 57.1 µM), for inactives: top-dose activity change, negative = cytotoxicity, usual class: cytotoxic; 150,000 tested, 0.12% active;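 also: potency is read from the fitted curve at half-maximal effect; 0% = DMSO-treated cells and -100% = medium-only wells without cells; nearly all actives have a fitted effect of over 30% in size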
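HEK-293-SNCA-luc cells (1500/well) plated 24 h, then exposed 24 h to a dilution series; GF-AFC added 30 min at 37C, fluorescence 405/540 nm; normalised to medium-only and DMSO wells, Hill fit.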
Luciferase inh: Firefly luciferase inhibition profiling of diverse chemical library using quantitative high-throughput screening; 76,000 tested, 2.5% active; Luciferin 4-monooxygenase (Photinus pyralis), P08659; purified P. pyralis luciferase, luminescence, biochemical; Potency, µM (doses to about 115 µM), without a hit: at the top dose activity change, negative = inhibition, actives largely listed as inhibitors; also: potency is read from the fitted curve at half-maximal effect; nearly all actives have a fitted effect of over 65% in size
Target sequence (P08659 whole entry, looked up): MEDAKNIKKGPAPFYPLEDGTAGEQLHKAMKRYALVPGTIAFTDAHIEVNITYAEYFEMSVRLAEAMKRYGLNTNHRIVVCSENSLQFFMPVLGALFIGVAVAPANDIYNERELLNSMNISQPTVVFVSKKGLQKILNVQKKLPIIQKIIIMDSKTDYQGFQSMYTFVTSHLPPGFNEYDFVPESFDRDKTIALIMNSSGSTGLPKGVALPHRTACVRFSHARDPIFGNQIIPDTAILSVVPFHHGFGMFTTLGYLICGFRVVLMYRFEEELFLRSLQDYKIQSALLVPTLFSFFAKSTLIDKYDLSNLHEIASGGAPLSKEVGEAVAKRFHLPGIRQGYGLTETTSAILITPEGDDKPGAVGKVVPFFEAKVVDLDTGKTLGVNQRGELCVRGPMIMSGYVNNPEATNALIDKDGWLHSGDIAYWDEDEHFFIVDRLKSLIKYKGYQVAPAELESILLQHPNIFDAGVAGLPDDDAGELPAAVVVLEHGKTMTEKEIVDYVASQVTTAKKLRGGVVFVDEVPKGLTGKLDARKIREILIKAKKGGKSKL
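Luminescence read by CCD imaging after purified firefly luciferase (10nM final) was added to substrate buffer holding 10uM D-luciferin and 10uM ATP, pH 7.5, pre-dosed with compound.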
3T3 cytotox: Cytotoxic Profiling in NIH 3T3 Cell Line of Diverse Libraries Using Quantitative High-Throughput Screening. NIH 3T3 viability, CellTiter-Glo ATP luminescence, 48-72 h. Potency, µM (doses to about 96.7 µM), for inactives: top-dose activity change, negative = cytotoxicity, most hits filed as inhibitors. 94,000 tested, 4.3% active. AID 1345082, 2018; also: potency is read from the fitted curve at half-maximal effect; nearly all actives have a fitted effect of over 55% in size
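Cytotoxicity was measured by CellTiter-Glo ATP luminescence after 48 or 72 h compound exposure at 37 °C. Mouse NIH 3T3 fibroblasts were seeded at 400 cells/well and dosed by 23 nL pin transfer.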
SNCA expr inh: Primary qHTS assay for inhibitors of alpha-synuclein gene (SNCA) expression. HEK-293 SNCA-luciferase knock-in, luminescence, 24 h. 140,000 tested, 0.17% active. AID 1671194, 2021. Potency, µM (top dose mostly 57.2 µM), inactives show top-dose activity change, negative = inhibition, most hits filed as inhibitors;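 also: potency is read from the fitted curve at half-maximal effect; plate controls were DMSO cells for no effect and cell-free wells for full effect; nearly all actives have a fitted effect of over 45% in size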
* = called active by the depositor; i = inactive; ? = inconclusive; · = not tested or not shown; & = joins results of further samples; ! = not confirmed by another sample; [ ] = dose if it differs, or a comment. Unless noted, calls follow the shape of the dose curve; as a rule, active = well fitted curve in the direction sought with a large enough effect; inconclusive = small, poorly fitted or top-dose-only effect, or another doubt; inactive = no such curve, though single readings can be large; an effect the other way counts as inactive or inconclusive. Unless noted, % is scaled to controls: 0 for no effect and ±100 for the full control effect.

SMILES	IP6K1 inhibitor	HEK293 tox	GPT2 inh	SNCA viab count	Luciferase inh	3T3 cytotox	SNCA expr inh
COc1ccc(-c2nn(C)c3sc(C(=O)Nc4cc(OC)c(OC)c(OC)c4)cc23)cc1OC	12	·	·	?	·	·	?
Cc1ccc(C(=O)N2CCC3(CC2)Cc2ccccc2NC3=O)cc1	-10	?	i	?	2%[172 µM]	?	-26%[87.6 µM]
O=S(=O)(Nc1ccc(O)c(Sc2nc3ccccc3s2)c1)c1cc(Cl)ccc1Cl	-16	·	·	-21%	·	·	14%
N#Cc1cc(-c2n[nH]c(-c3ccncc3)n2)ccn1	8	·	i	-6%	·	·	·
CNC(=O)[C@@H]1CN(C(=O)CCc2ccccc2OC)C[C@H]1CO	8	i	i	6%	-6%	1%	-18%
Cc1cc(Br)ccc1NC(=O)c1cn(C2CCCC2)c(=O)c2c1c1ccccc1n2C	-3	·	·	-4%	·	·	20%
O=C1NC(=NC2CCCC2)C2(CCCN(Cc3ccc(F)cc3)C2)N1c1cc(F)cc(F)c1 (centres undefined)	-2	?	i	?	·	?	?
CN(C1CCc2nn(C)c(=O)n2CC1)S(=O)(=O)c1ccc2c(c1)CCCC2 (centres undefined)	-11	-5%	?	-6%	5%	-16%	6%
O=C(O)/C=C/C(O)c1ccc(Cl)cc1 (centres undefined)	·	·	i	3%	·	·	43%
Cc1cc(C)cc(N2C(=O)N(Cc3cccc(F)c3)c3ccccc3S2(=O)=O)c1	10	·	·	-21%	·	·	-31%
Cc1ccc(-c2cn3c(n2)sc2cc(C(=O)NCCC4=CCCCC4)ccc23)c(C)c1	1	·	·	-2%	·	·	87%[activator]
CCC(Oc1ccc(F)cc1)C(=O)Nc1cc(-c2ccc(C)cc2)no1 (centres undefined)	17	·	·	5%	·	·	-6%
CN1CCCN(C(=O)c2cn(C)cn2)c2ccccc21	0	1%	-12%	3%	-2%	0%	-5%
COc1ccc(C(=O)c2c(N)c(-c3nc(-c4ccccc4)cs3)c3ccccn23)cc1	-16	·	·	4%	·	·	27%
c1ccc2c(CCNc3ccc(Nc4ccncc4)cc3)c[nH]c2c1	23	·	14µM*!	-12%&-9%	·	·	?
CCOC(=O)c1ccc(CN(Cc2ccc(Br)cc2)S(=O)(=O)c2cccc(Cl)c2C)cc1	21	·	·	5%	·	·	-27%
COc1ccccc1C1CNC(=O)c2nc(CCN3CCC(C)CC3)[nH]c2C1 (centres undefined)	15	-29%	1%	2%	1%	?	38%[activator]
COc1ccc2c(c1)c(=O)c(C(=O)c1ccc(C)c(C)c1)cn2CC(=O)Nc1ccc2c(c1)OCCO2	-2	·	·	-2%	·	·	19%
COc1ccc(O[C@H]2COCCN(C(=O)c3cc(C)oc3C(F)(F)F)C2)cc1	3	-22%[172 µM]	-12%[88.5 µM]	-3%[87.6 µM]	4%[172 µM]	-10%[138 µM]	-4%[87.6 µM]
COc1ccccc1Cn1c(=O)c(C(=O)NC(C)C)nc2cccnc21	-6	?	1%	-4%	·	-22%	-2%
O=C1CCCCCN1C1CCN(Cc2ccc(F)cc2)CC1	17	-13%[172 µM]	i	-13%[87.6 µM]	-6%[172 µM]	-16%[138 µM]	-14%[87.6 µM]
Cc1cccc(NC(=O)c2oc3ccccc3c2NC(=O)Cc2coc3cc(C)cc(C)c23)c1	4	·	·	5%	·	·	31%[activator]
OCC1(O)CCCN(Cc2cnc(NCc3ccccc3)nc2)C1 (centres undefined)	-14	-3%	1%	4%	-20%	-21%	70%[activator]
COc1ccc(-c2nc3ccccc3s2)cc1NC(=O)c1ccc(C#N)cc1F	3	·	·	1%	·	·	5%
CC1CCN(C(=O)CN2c3ccc(Br)cc3-c3ccccc3S2(=O)=O)CC1	-9	·	·	?	·	·	241%[activator]
CN(C)C[C@@H]1CN(Cc2ccncc2)C[C@H]1NS(=O)(=O)Cc1ccccc1	6	-2%	-5%	-1%	1%	-12%	-10%
CC(C)c1ccc(C(=O)N2CCC(Cc3nc(-c4ccc(F)cc4)no3)CC2)cc1	0	?	i	-27%	11%	?	?
CC(=O)N1CC2(Cc3ccccc31)CN(C(=O)c1ccccc1Cl)C2	-9	-24%	0%	4%	-2%	-10%	-28%
CSc1ccc(C2c3[nH]c4ccccc4c3CCN2C(=O)CCc2ccccc2)cc1 (centres undefined)	14	·	·	-5%	·	·	-20%
CCN1CCC(N(Cc2cccc(OC)c2)C(=O)Nc2cccc(C(F)(F)F)c2)CC1	-10	·	·	-5%	·	·	3%
CC(=O)Nc1ccc(C(=O)N2CCCC(c3nc(C)ncc3-c3cccc(C)c3)C2)cc1 (centres undefined)	22	-2%	3%	-13%	-5%	-12%	?
Cc1cccc(S(=O)(=O)c2cn(Cc3ccccc3)c3cc(N4CCCCC4)c(F)cc3c2=O)c1	-7	·	·	3%	·	·	-8%
Cc1nn2cc(-c3ccc(OC(C)C)cc3)nc2s1	-17	·	·	-4%	·	·	-85%
O=c1n(CC2CC2)nc2n1CCNCC2	-5	-1%	2%	6%	-3%	0%	1%
COCCn1cnc2ccc(-c3ccsc3)nc2c1=O	3	2%[230 µM]	-4%[88.5 µM]	9%[87.6 µM]	?	?	51%[activator][87.6 µM]
O=C(c1ccccc1F)N1CCCC(C(=O)N2CCC(c3nc4ccncc4[nH]3)C2)C1 (centres undefined)	4	i	3%	15%	·	3%	-3%
CS(=O)(=O)N1CCC2(CC1)CN(Cc1ccncc1)Cc1ccccc1O2	-3	i	-2%	3%	·	i	-16%
Cc1cc2ncc(C(=O)N3CCOCC3)cn2n1	-1	-1%[172 µM]	2%[88.5 µM]	-8%[87.6 µM]	·	-20%[138 µM]	-3%[87.6 µM]
O=C(CSCc1cnn(-c2ccccc2)c1-n1cccc1)NCc1ccc(F)cc1	-14	·	·	-21%	·	·	-20%
O=C(NCCc1ccc(Cl)cc1)C1CCc2nnc(C3CCN(C(=O)C4CC4)CC3)n21 (centres undefined)	-3	-10%	i	10%	·	-15%	-22%
NC(=O)c1ccc(O[C@@H]2COCC[C@H]2NC(=O)CN2CCOC2=O)cc1	-1	-13%	4%	3%	5%	i	6%
CCn1cc(CN2CCCC(c3nc(C(C)C)no3)CCNC(=O)CC2)cn1 (centres undefined)	36	-31%	i	-2%	-6%	-17%	-15%
Cc1occc1C(=O)N1C[C@H]2OC(=O)N(CCCN3CCOCC3)[C@H]2C1	5	-15%	i	-2%	-3%	-2%	-15%
CCc1ccc(S(=O)(=O)c2nnn3c2nc(NC2CCCC2)c2ccccc23)cc1	14	-10%	i	3%	·	-15%	15%
CCCCSc1nc(-c2ccc(OC)cc2)ccc1C#N	-11	·	·	-4%	·	·	-6%
Cc1nc2c3ccccc3nc(NNC(=O)CCC(=O)N3CCN(c4cccc(C(F)(F)F)c4)CC3)n2n1	-11	·	·	3%	·	·	-23%
COc1ccc(N2CCN(Cc3nc4c(c(=O)[nH]c(=O)n4C)n3Cc3ccccc3)CC2)cc1	20	·	·	5%	·	·	7%
O=C(CN1CCCC1=O)NC1CCCc2nc(-c3ccccc3)ncc21 (centres undefined)	5	8%	i	7%	2%	i	-7%
CS(=O)(=O)NC[C@H]1OC[C@@H](NCc2ccc(S(C)(=O)=O)cc2)[C@@H]1O	-2	i	i	-3%[87.6 µM]	-1%[172 µM]	i	11%[87.6 µM]

In the list so far, eleven have an aryl methoxy group.
SMILES	IP6K1 inhibitor	HEK293 tox	GPT2 inh	SNCA viab count	Luciferase inh	3T3 cytotox	SNCA expr inh
COc1ccc(-c2nn(C)c3sc(C(=O)Nc4cc(OC)c(OC)c(OC)c4)cc23)cc1OC	12	·	·	?	·	·	?
CNC(=O)[C@@H]1CN(C(=O)CCc2ccccc2OC)C[C@H]1CO	8	i	i	6%	-6%	1%	-18%
COc1ccc(C(=O)c2c(N)c(-c3nc(-c4ccccc4)cs3)c3ccccn23)cc1	-16	·	·	4%	·	·	27%
COc1ccccc1C1CNC(=O)c2nc(CCN3CCC(C)CC3)[nH]c2C1 (centres undefined)	15	-29%	1%	2%	1%	?	38%[activator]
COc1ccc2c(c1)c(=O)c(C(=O)c1ccc(C)c(C)c1)cn2CC(=O)Nc1ccc2c(c1)OCCO2	-2	·	·	-2%	·	·	19%
COc1ccc(O[C@H]2COCCN(C(=O)c3cc(C)oc3C(F)(F)F)C2)cc1	3	-22%[172 µM]	-12%[88.5 µM]	-3%[87.6 µM]	4%[172 µM]	-10%[138 µM]	-4%[87.6 µM]
COc1ccccc1Cn1c(=O)c(C(=O)NC(C)C)nc2cccnc21	-6	?	1%	-4%	·	-22%	-2%
COc1ccc(-c2nc3ccccc3s2)cc1NC(=O)c1ccc(C#N)cc1F	3	·	·	1%	·	·	5%
CCN1CCC(N(Cc2cccc(OC)c2)C(=O)Nc2cccc(C(F)(F)F)c2)CC1	-10	·	·	-5%	·	·	3%
CCCCSc1nc(-c2ccc(OC)cc2)ccc1C#N	-11	·	·	-4%	·	·	-6%
COc1ccc(N2CCN(Cc3nc4c(c(=O)[nH]c(=O)n4C)n3Cc3ccccc3)CC2)cc1	20	·	·	5%	·	·	7%
